KLF5 inhibitor – kruppel-like factor 5 inhibition; DLD-1 KLF5 promoter-luciferase reporter, luminescence; AID 1700; 0.23% of 290,000 active; inhibition, % at 5 µM;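 active = inhibition above a per-plate limit of that plate's mean compound inhibition plus 3 SD, cut at about 60% in these data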;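 note: 0% = DMSO wells and 100% = LY294002 at 200 µM; higher means less KLF5 promoter-driven luciferase light; inactives centre near -14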
IEC-6 cytotox – IEC-6 cytotoxicity, counter-screen for KLF5 inhibitors. luminescence viability. inhibition, % at 5 µM. 0.78% of 290,000 active; in the data active = inhibition above about 22%;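 note: 0% = plate median of test compound wells and 100% = cytotoxic reference compound wells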
SKKanGAS inh – SKKanGAS growth inhibition. S. pyogenes SKKanGAS, kanamycin growth, BacTiter-Glo, 6 h. inhibition, % at 7.5 µM. 1.3% of 300,000 active. AID 1662;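 active = mean replicate score, as percent of positive control median, at least 50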;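 note: strain carries kanamycin resistance gene driven by streptokinase promoter and grows in 40 µg/ml kanamycin; loss of luminescence reflects streptokinase promoter inhibition or plain growth inhibition; 0% = median of DMSO wells and 100% = positive control at its reference dose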
TRPC4 block – blocks the mouse TRPC4 cation channel | B-score at 10 µM | HEK293 TRPC4beta/mu-opioid, DAMGO-evoked Fluo4 calcium flux; active compounds read low | Q9QUQ5 | 0.39% of 300,000 active;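 active = B-score over 3 SD under the library average, no early fluorescence shift, positive overall ratio signal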
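Assay system – HEK293 line stably carrying TRPC4beta and mu-opioid receptor · Doses – single dose · Detection – Fluo4 calcium-dye fluorescence, kinetic read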
HIF act – HIF pathway transcriptional activation | U2OS HRE-luciferase reporter, luminescence; normalized: DMSO 0%, desferrioxamine 100% | activation, % at 7.5 µM (by protocol) | 0.32% of 300,000 active;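 active = mean activation of at least 10% of the iron chelator positive control signal, with at least half of replicates also reaching 10%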
TRPC4 potent – allosteric potentiators of mouse TRPC4 channel; Q9QUQ5; HEK293 TRPC4beta/mu-opioid, DAMGO EC20, Fluo-4 Ca2+ flux; active compounds read high; B-score at 10 µM; 0.42% of 310,000 active; AID 2227;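 active = B-score of calcium response area above 5 SD of library B-scores, with initial fluorescence ratio within 5 SD of library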;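 note: B-score of integrated fluorescence ratio over time as area under calcium response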
aSyn UTR inh – 5' untranslated region of α-synuclein, MLPCN primary screen; alpha-synuclein 5'UTR reporter, inhibitor activity; inhibition, % (tested at 7.5 µM); 0.82% of 300,000 active; in the data active = inhibition above about 60%;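 note: H4 neuroglioblastoma cells stably carrying SNCA 5'UTR luciferase fusion; 0% = DMSO wells and 100% = positive control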
TRPC6 act – activators of mouse TRPC6 channel; HEK293-TRPC6 membrane potential dye fluorescence; active compounds read high; Q61143; B-score at 10 µM; 0.13% of 310,000 active; AID 2550;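 active = B-score of the integrated fluorescence ratio above library mean plus 3 SD, and starting fluorescence ratio within library mean plus 5 SD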;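 note: higher score means more depolarization so channel activation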
TRPC6 inh – mouse TRPC6 channel inhibition; 1.1% of 310,000 active; AID 2553; B-score at 10 µM; HEK293-TRPC6, membrane potential dye, ACh-evoked depolarization; active compounds read low;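 active = B-score under library mean minus 3 SD, initial fluorescence not abnormally high, positive integrated signal ratio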;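 note: B-score derived from integrated fluorescence ratio over the kinetic read; more negative B-score means stronger inhibition of depolarization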
MrgX1 antagonist – antagonists of human MrgX1 receptor | AID 588676 | 1.3% of 310,000 active | B-score at 10 µM | MRGX1-HEK293 calcium flux, Fluo-4, BAM8-22 antagonism; active compounds read low | Q96LB2;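 active = calcium-response B-score plate-corrected more than 3 library SD below zero, starting fluorescence within 5 deviations, no agonist response on first addition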;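 note: peak minus trough fluorescence over baseline after final BAM8-22 challenge near maximal dose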
Target sequence (Q96LB2 whole entry, looked up): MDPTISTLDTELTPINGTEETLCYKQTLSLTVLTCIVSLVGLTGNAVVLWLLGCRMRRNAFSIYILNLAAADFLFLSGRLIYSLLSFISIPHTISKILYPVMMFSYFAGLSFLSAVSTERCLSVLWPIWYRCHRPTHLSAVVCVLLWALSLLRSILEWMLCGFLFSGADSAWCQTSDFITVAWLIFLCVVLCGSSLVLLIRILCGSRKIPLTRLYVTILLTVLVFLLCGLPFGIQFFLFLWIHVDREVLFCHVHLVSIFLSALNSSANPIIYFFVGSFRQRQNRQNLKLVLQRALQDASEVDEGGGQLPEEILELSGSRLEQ
TRPC4 agonist – opens the mouse TRPC4 cation channel | B-score at 10 µM | 0.49% of 310,000 active | HEK293 TRPC4beta/mu-opioid, Fluo4 calcium fluorescence; active compounds read high | Q9QUQ5;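 active = B-score above 5 SD of library B-scores, and initial fluorescence ratio not above library mean plus 5 SD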;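 note: positive B-score marks a calcium rise read as TRPC4 activation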
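Material: HEK293 stable line with TRPC4beta plus mu-opioid receptor; technique: Fluo4 calcium-sensitive dye fluorescence, kinetic, 1 Hz baseline; timing: Fluo4 dye loading 45 min at room temperature, 110 s recording; controls: assay buffer as low control, maximal DAMGO as high control; read-out: integrated baseline-normalised fluorescence ratio, converted to per-well B score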
* = called active by the depositor; i = inactive; . = no result given.

A first look (12 entries):
entry	Compound	KLF5 inhibitor	SKKanGAS inh	MrgX1 antagonist	HIF act	TRPC4 block	TRPC6 inh	IEC-6 cytotox	TRPC4 potent	aSyn UTR inh	TRPC6 act	TRPC4 agonist
1	CS(=O)(=O)N1CCN(CC(=O)NC2CCCCC2)CC1	-72	30	i	-0.1	i	i	0	i	8	i	i
2	CN1C(=O)N(C)c2ccc(C=O)c3cccc1c23	2	9	i	-0.1	i	i	5	i	-2	i	i
3	Cc1ccc(C(=O)c2ccc([N+](=O)[O-])cc2)cc1	-37	1	i	0.1	i	i	1	i	-11	i	i
4	Cc1ccccc1/C=N/NC(=O)Cn1nnc(N)n1	9	-8	i	0.0	i	i	6	i	-21	i	i
5	CC1CN(C(=O)CSc2nnc(CNC(=O)c3ccc(S(=O)(=O)N(C)C)cc3)o2)CC(C)O1 (stereo not drawn)	-42	1	i	0.2	i	i	4	i	7	i	i
6	COCCNC(=O)CN(C(=O)CCC(=O)Nc1ccccn1)c1ccc(C)cc1	-44	5	i	0.2	i	i	4	i	-3	i	i
7	CC(=O)Nc1ccc(S(=O)(=O)N2CCSC2c2ccccc2Cl)cc1 (stereo not drawn)	3	-1	i	-3.2	i	i	-1	i	12	i	i
8	CCCCN(Cc1cccs1)S(=O)(=O)c1csc(C(N)=O)c1	3	5	i	.	i	i	4	i	-15	i	i
9	O=C(COc1ccc(F)cc1F)N1CCCCCCC1	-23	0	i	-8.7	i	i	-5	i	-7	i	i
10	O=C(NCc1cccnc1)c1cccc(Cl)c1	-7	-1	i	0.0	i	i	0	i	4	i	i
11	O=S1(=O)N=C(N2CCN(c3ccc(F)cc3)CC2)c2ccccc21	-7	7	i	1.0	i	i	5	i	-61	i	i
12	CSc1ccc(CN2CCC(n3nccc3NC(=O)c3ccccc3C)CC2)cc1	-10	4	i	-0.6	i	i	3	i	0	i	i

Results, repeating the preview:
entry	Compound	KLF5 inhibitor	SKKanGAS inh	MrgX1 antagonist	HIF act	TRPC4 block	TRPC6 inh	IEC-6 cytotox	TRPC4 potent	aSyn UTR inh	TRPC6 act	TRPC4 agonist
1	CS(=O)(=O)N1CCN(CC(=O)NC2CCCCC2)CC1	-72	30	i	-0.1	i	i	0	i	8	i	i
2	CN1C(=O)N(C)c2ccc(C=O)c3cccc1c23	2	9	i	-0.1	i	i	5	i	-2	i	i
3	Cc1ccc(C(=O)c2ccc([N+](=O)[O-])cc2)cc1	-37	1	i	0.1	i	i	1	i	-11	i	i
4	Cc1ccccc1/C=N/NC(=O)Cn1nnc(N)n1	9	-8	i	0.0	i	i	6	i	-21	i	i
5	CC1CN(C(=O)CSc2nnc(CNC(=O)c3ccc(S(=O)(=O)N(C)C)cc3)o2)CC(C)O1 (stereo not drawn)	-42	1	i	0.2	i	i	4	i	7	i	i
6	COCCNC(=O)CN(C(=O)CCC(=O)Nc1ccccn1)c1ccc(C)cc1	-44	5	i	0.2	i	i	4	i	-3	i	i
7	CC(=O)Nc1ccc(S(=O)(=O)N2CCSC2c2ccccc2Cl)cc1 (stereo not drawn)	3	-1	i	-3.2	i	i	-1	i	12	i	i
8	CCCCN(Cc1cccs1)S(=O)(=O)c1csc(C(N)=O)c1	3	5	i	.	i	i	4	i	-15	i	i
9	O=C(COc1ccc(F)cc1F)N1CCCCCCC1	-23	0	i	-8.7	i	i	-5	i	-7	i	i
10	O=C(NCc1cccnc1)c1cccc(Cl)c1	-7	-1	i	0.0	i	i	0	i	4	i	i
11	O=S1(=O)N=C(N2CCN(c3ccc(F)cc3)CC2)c2ccccc21	-7	7	i	1.0	i	i	5	i	-61	i	i
12	CSc1ccc(CN2CCC(n3nccc3NC(=O)c3ccccc3C)CC2)cc1	-10	4	i	-0.6	i	i	3	i	0	i	i
13	COC(=O)CNC(=O)CSc1nnc(-c2ccc(OC)cc2)n1CC(C)C	-8	3	i	-0.3	i	i	1	i	-8	i	i
14	O=[N+]([O-])c1cc(Br)c(OCc2nnc(-c3ccccc3)o2)c(Br)c1	-49	2	i	0.2	i	i	-4	i	-37	i	i
15	Cc1ccc(C)c(SCc2nc3sc(C(=O)O)c(C)c3c(=O)[nH]2)c1	-6	8	i	0.1	i	i	-4	i	-6	i	i
16	CC(C(=O)NCC1CCCCC1)N(C)Cc1ccc(Cl)cc1 (stereo not drawn)	-9	5	i	-0.5	i	i	0	i	1	i	i
17	CC1CCC(Nc2nnnn2-c2ccccc2)CC1 (stereo not drawn)	-20	32	i	0.6	i	i	0	i	-47	i	i
18	COc1cccc(C(=O)O/N=C(\N)c2ccc([N+](=O)[O-])cc2)c1OC	-26	-3	i	1.6	i	i	0	i	-208	i	i
19	O=C(N=C1c2ccccc2CN1c1cccc(Cl)c1)c1cccnc1	5	-3	i	1.0	i	i	-4	i	-61	i	i
20	O=C(OCc1cnc(Cl)s1)c1cccc(Cl)c1Cl	-6	7	i	-0.3	i	i	0	i	-15	i	i
21	COC(=O)c1ccc(NC(=O)c2cc[n+]([O-])cc2)cc1	-21	6	i	-1.4	i	i	2	i	9	i	i
22	Cc1ccc(C2NC(=O)CCC2[N+](=O)[O-])cc1 (stereo not drawn)	-11	2	i	0.3	i	i	-4	i	-11	i	i
23	CCN(CC)CCCCN1c2ccccc2Sc2ccccc21	-25	4	i	-2.0	i	-6.5*	4	i	1	i	i
24	Cn1c(/C=C/c2ccccc2)nc2ccccc2c1=O	-102	2	i	-8.5	i	i	3	i	-137	i	i
25	CCN=c1sc(C(=O)NCCc2ccccc2)cc(=O)n1CC	-18	5	i	0.8	i	i	0	i	-6	i	i
26	Cc1ccc(-n2nnnc2SCC(=O)c2ccc3c(c2)NC(=O)CO3)c(C)c1	-26	-5	i	-0.2	i	i	5	i	9	i	i
27	CN(c1ccccc1)S(=O)(=O)c1cccc(NC(=O)Nc2ccc(Cl)cc2C#N)c1	-22	7	i	-3.9	i	i	3	i	-1	i	i
28	CCN(CC)S(=O)(=O)c1ccc(C)c(NC(=O)CN2CCN(C)CC2)c1	-9	-6	i	0.1	i	i	-12	i	-9	i	i
29	COc1ccc(Nc2nc(C(=O)NCc3ccco3)cs2)cc1	-21	5	i	0.1	i	i	1	i	-22	i	i
30	NC1=NC(=O)CC(C(=O)NCCc2ccccc2)S1 (stereo not drawn)	-47	-3	i	0.6	i	i	0	i	17	i	i
31	Cc1ccc(S(C)(=O)=NC(=O)NC(=O)c2c(F)cccc2Cl)cc1 (stereo not drawn)	0	-4	i	-0.1	i	i	1	i	4	i	i
32	Cc1onc(-c2ccccc2)c1C(=O)Nc1sc2c(c1C#N)CCC(C)C2 (stereo not drawn)	-28	-1	i	0.6	i	i	8	i	-13	i	i
33	Cc1ccc2c(COC(=O)c3ccccc3OC(F)F)cc(=O)oc2c1	-1	-9	i	2.7	i	i	9	i	-15	i	i
34	COc1ccc(S(=O)(=O)NC(Cc2ccccc2)C(=O)O)cc1 (stereo not drawn)	-28	-4	i	0.0	i	i	6	i	6	i	i
35	O=C(CNC(=O)c1ccccc1F)N/N=C/c1cc(Br)ccc1OCc1ccccc1	-37	16	i	0.1	i	i	-3	i	-49	i	i
36	O=C(Nc1cc(C(=O)N2CCCC2)ccc1N1CCCC1)c1ccccc1	4	1	i	0.3	i	i	3	i	9	i	i
37	O=C(NC1CCCc2ccccc21)c1cccc(S(=O)(=O)N2CCN(c3ccccc3)CC2)c1 (stereo not drawn)	2	4	i	-0.1	i	i	2	i	16	i	i
38	OC(COCc1ccccc1)CN1CCCC1 (stereo not drawn)	2	-11	i	.	i	i	0	i	7	i	i
39	CC(C)(C)NC(=O)C(OC(=O)c1cccs1)c1ccccc1 (stereo not drawn)	9	5	i	1.0	i	i	5	i	1	i	i
40	COCCN(C(=O)CNC(=O)c1ccco1)C(C(=O)NC1CCCC1)c1ccc(F)cc1 (stereo not drawn)	-18	-5	i	-3.9	i	i	5	i	6	i	i
41	N#Cc1cn(-c2ccccc2)nc1-c1ccc2c(c1)OCCO2	-53	0	i	-5.3	i	i	-1	i	-184	i	i
42	O=C1CC(c2ccccc2Br)c2cc3c(cc2N1)CCC3 (stereo not drawn)	-29	-1	i	0.9	i	i	-1	i	12	i	i
43	CCC(CC)C(=O)Nc1ccccc1-n1cccc1	3	-3	i	-0.2	i	i	2	i	-11	i	i
44	CCN(CC)S(=O)(=O)c1ccc2c(c1)c(=O)c(C(=O)N1CCOCC1)cn2C	-29	3	i	0.2	i	i	4	i	0	i	i
45	Cc1cc(C)c(C(N)=O)c(Cl)n1	-33	-5	i	-0.4	i	i	7	i	8	i	i
46	COc1cc(C)ccc1OCCCCN1CC(C)OC(C)C1 (stereo not drawn)	-26	1	i	-0.5	i	i	4	i	-7	i	i
47	CC(=O)c1sc(-c2ccccn2)nc1C	-43	5	i	0.3	i	i	-3	i	-37	i	i
48	COc1ccc(S(=O)(=O)NCc2cccnc2)cc1NC(=O)c1ccc(Cl)cc1	.	-3	i	0.7	i	i	.	i	0	i	i
49	CN1CCN(CC(=O)N/N=C/c2ccc(F)c(F)c2)CC1	-8	4	i	-0.1	i	i	0	i	3	i	i
